Autophagy mod: alters autophagy in cells; MEF GFP-LC3 puncta imaging; test concentration mostly 10 µM; calls only at 10 µM (by protocol); 190,000 tested, 0.98% active;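 active means percentage of spot-positive cells more than 3 SD above its plate mean, without a fluorescence outlier flag or 80% toxicity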;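 further: spot-positive cell cutoff set from DMSO-treated cells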
Yfh1-off respiration: mitochondrial function rescue without frataxin homolog – Friedreich's ataxia, plus single-dose screen, dose response (AID 1465) | S. cerevisiae Yfh1-off respiration, WST-1 reduction, 72 h; higher fold induction means a stronger effect | 220,000 tested, 0.074% active | one-dose fold induction at 50 µM; EC50 in µM for titrated hits;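 active means fold induction of absorbance versus untreated yeast above a set limit, then at least 30% activation at any dose in follow-up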;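 further: activators that raise dye reduction in frataxin-depleted yeast; strong numbers were not always called active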
Dynein cargo inh: blocks dynein driven cargo transport along microtubules; 3617.4 mouse cells, GR-EGFP nuclear translocation imaging; test concentration mostly 20 µM; stimulated with dexamethasone, 1 µM; hits give low values; z-score, hits read low; 220,000 tested, 0.47% active;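 active means plate z-score of nuclear minus cytoplasmic receptor signal below a set negative limit, without overly bright fluorescence or cell loss, cut at about -3.5 in these data, passing the limit was not always enough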;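 further: z-score of nuclear minus cytoplasmic ring GR-EGFP intensity difference per well; some compounds called inactive have numbers as strong as hits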
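Buffer or medium: tet-free, stripped-serum medium; Also added: dexamethasone, 1.0 µM final; Technique: high-content fluorescence imaging after fixation; Times: 48 h induction, 1 h compound, 30 min dex at 37 °C; Read-out: per-cell GR-EGFP intensity, nucleus versus surrounding cytoplasmic ring, well-averaged.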
MT stabilizer: microtubule stabilizers in HeLa cells; HeLa tubulin immunostaining HCS, 24 h; share of cells brighter than vehicle mean+2SD; % tubulin-high responders, % at 10 µM; 200,000 tested, 0.83% active;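 active means plate Z-score above 3 for both tubulin-high and condensed-nucleus cell shares, with cell loss under 80%, at 10 µM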;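 further: anti alpha tubulin signal scored within the nucleus-defined area of each cell; some results filed as inactive read as strong as hits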
M1AAP inhibition: P. falciparum M1AAP inhibitors, biochemical, fluorogenic H-Leu-NHMec substrate, 1536-well (AID 1445); recombinant M1AAP, H-Leu-NHMec fluorogenic kinetic assay; higher % means a stronger effect; inhibition, % at 30 µM, or IC50 in µM where a hit was titrated; 220,000 tested, 0.42% active;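 active means primary inhibition above the hit cutoff, then over 50% inhibition at one or more dose response concentrations, cut at about 23% in these data, passing the limit was not always enough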;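 further: plate controls were DMSO full reaction for no effect and no enzyme background for full effect; strong numbers were not always called active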
b-catenin transl: modulators of beta-catenin nuclear translocation; HeLa beta-catenin nuclear translocation, immunofluorescence imaging; nuclear translocation activity, % at 5 µM; 190,000 tested, 0.3% active; AID 1665;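 active means nuclear translocation activity above 50% at 5 µM, with a well cell count of 50 or more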;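 further: per-cell ratio of nuclear to cytoplasmic median beta-catenin stain intensity; plate controls were DMSO negative control for no effect and GSK-3 inhibitor IX positive control for full effect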
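test system = HeLa cells, endogenous beta-catenin | dosing = single 5 µM dose plus 0.02–20 µM confirmation series | times = compound treatment 24 h, 37°C, 5% CO2 | technique = beta-catenin immunofluorescence imaging with DAPI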
WT yeast gro inh: growth inhibition of WT yeast, mitochondrial fusion screen; inhibition, % at 10 µM; AID 1362; 190,000 tested, 2.1% active; mitochondrial fusion phenotypic screen, WT strain; in the data active means inhibition above about 58%; tested in S. cerevisiae
T cell HTS: T cell immune modulators affecting CD8 T cell-vesicle binding; 2C CD8+ T cell-vesicle binding, flow cytometry; hits give low values; calls only at 7 µM; 330,000 tested, 0.068% active;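 active means response, share of CD8 T cells binding vesicles, and their 90th percentile fluorescence all below set limits, cut at about 80% in these data, passing the limit was not always enough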
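Assay system: 2C TCR transgenic mouse naive CD8+ T cells, MACS-purified | Read-out: CD8+ gate FL2 mean fluorescence as % of same-row positive control | Signal: High-throughput flow cytometry with anti-B7-1 and anti-CD8 staining | Timing: Binding step 1.5 h, 37 °C, antibody labelling 20 min, ice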
M17LAP inhibition: P. falciparum M17LAP inhibitors, primary screen, biochemical, fluorogenic H-Leu-NHMec substrate, 1536-well (AID 1619); recombinant M17LAP, H-Leu-NHMec fluorogenic kinetic assay; higher % means a stronger effect; one-dose inhibition, % at 30 µM; IC50 in µM for titrated hits; 220,000 tested, 0.38% active;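 active means compound inhibiting the enzyme by more than half at any dose during confirmatory dose-response retesting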;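 further: plate controls were full reaction with DMSO carrier for no effect and no enzyme background for full effect; strong numbers were not always called active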
WT yeast gro inh mutant strain: further read-out of WT yeast gro inh, marked with its call; inhibition, %; mitochondrial fusion phenotypic screen, mutant strain inhibition
Dynein cargo inh cytoplasmic EGFP: further read-out of Dynein cargo inh, marked with its call; z-score; measured here: cytoplasmic GR-EGFP intensity; hits give high values
Dynein cargo inh nuclear GR-EGFP: recorded beside Dynein cargo inh, whose call it bears; z-score; measured here: nuclear GR-EGFP intensity;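 lower value marks the stronger effect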
Dynein cargo inh cell count: recorded beside Dynein cargo inh, whose call it bears; z-score; measured here: cell count per field
b-catenin transl cell count 5 µM: second read-out of b-catenin transl, no call of its own (marks repeat the call); cell count; measured here: cell count, cytotoxicity flag
T cell HTS vesicle-bound %: also measured in T cell HTS; calls as there; double positive events, %; measured here: CD8+ vesicle-bound cell fraction;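 binding gate set so that unloaded-vesicle control wells show 10% double positive cells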
MT stabilizer Hoechst-high %: further read-out of MT stabilizer, marked with its call; % Hoechst-high responders; measured here: nuclear condensation Hoechst responders;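 share of cells brighter than vehicle mean plus two SD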
MT stabilizer cytotoxicity %: recorded beside MT stabilizer, whose call it bears; toxicity, %; measured here: cytotoxicity by cell density;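 0% = mean cell density of plate MIN control wells and 100% = no cells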
Autophagy mod cell loss 18 h: second read-out of Autophagy mod, no call of its own (marks repeat the call); toxicity, %; measured here: cell loss, nuclei count;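 cell loss after 18 h compound exposure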
The depositor's hits bear a star; i = inactive; / = no result given; + = active, no number; & = joins results of further samples.

SMILES	Autophagy mod	Autophagy mod cell loss 18 h	Yfh1-off respiration	Dynein cargo inh	Dynein cargo inh cytoplasmic EGFP	Dynein cargo inh nuclear GR-EGFP	Dynein cargo inh cell count	MT stabilizer	MT stabilizer Hoechst-high %	MT stabilizer cytotoxicity %	M1AAP inhibition	b-catenin transl	b-catenin transl cell count 5 µM	WT yeast gro inh	WT yeast gro inh mutant strain	T cell HTS	T cell HTS vesicle-bound %	M17LAP inhibition
CCOC1=NN(c2ccc(Cl)cc2)C(=O)/C1=C\N(C)C	i	1.4	i	-0.896	-0.291	-0.321	0.791	3.7	2.5	1.0	-1.0%	-0.1	1102	-10.7	-1.6	i	56.8	-10.1%
CC1C(C)C(O)(c2ccccc2)CCN1C (stereo unspecified)	i	-7.1	i	-0.491	-0.113	-0.0105	-0.269	0.9	1.4	2.3	3.2%	-0.6	1232	5.4	-2.9	i	40.1	5.9%
CC(C)(C)c1ccc(COc2ccsc2C(=O)O)cc1	i	0.8	/	1.43	-0.169	0.75	-0.96	1.8	1.4	2.0	-0.3%	-1.3	1112	4.1	-14.2	i	63.8	11.6µM*
NC(=S)COc1ccccc1	/	/	i	0.544	-0.194	0.201	-0.849	/	/	/	-1.2%	0.3	1374	/	/	i	54.2	-3.9%
CC(=O)NC(C)c1nc2ccccc2n1CC(=O)NC(C)CCc1ccccc1 (stereo unspecified)	i	-6.5	i	0.428	-0.0198	0.661	-0.841	2.6	3.7	7.0	5.9%	6.6	996	-2.4	12.4	i	36.2	2.3%
Cc1ccccc1-n1c(SCC(=O)NCc2cccs2)nnc1-c1ccncc1	i	2.1	/	-0.237	-0.28	0.0466	-0.222	2.5	2.4	6.2	5.0%	-5.9	1037	-3.0	6.9	i	35.2	17.4%
Cc1sc(NC(=S)NC(=O)CCc2ccccc2)c(C(N)=O)c1C	i	51.6	i	-1.11	-0.179	-0.133	0.557	8.2	42.4	44.6	4.1%	36.4	285	-5.9	-5.1	i	46.9	0.6%
COc1ccc(-c2cc(=O)[nH][nH]2)cc1OC	i	-8.4	i	-0.0362	0.0481	0.48	-0.49	1.3	1.6	5.9	3.3%	0.8	1176	-31.4	-26.8	i	36.6	7.86µM*
CCOc1ccc(C(=O)Nc2cc(C)c3c(=O)oc4ccccc4c3n2)cc1	+	2.7*	i	-0.926	0.0538	-0.361	0.406	2.4	3.6	3.7	-3.8%	/	/	-1.9	1.9	i	48.1	2.3%
COC1C/C(=N\O)C2OC(c3ccccc3)OCC2O1 (stereo unspecified)	i	-4.6	i	-0.616	-0.319	-0.62	0.939	3.9	2.8	7.6	-2.3%	0.5	556	-8.0	-9.8	i	43.3	3.6%
O=C(Nc1ccccc1C(F)(F)F)N1CCCC(O)C1 (stereo unspecified)	i	-5.4	i	-0.191	-0.209	0.0146	0.121	2.2	2.1	11.8	2.7%	-2.9	1040	-12.0	0.5	i	22.4	-6.0%
COC(=O)C1=C(C(=O)OC)[C@@H]2N(C)c3ccc(OC)cc3[C@@]23C[C@@H](C(=O)OC)N(S(=O)(=O)c2ccc([N+](=O)[O-])cc2)C3=N1	/	/	i	2.72	-0.308	1.61	-1.79	/	/	/	-4.9%	2.6	1023	/	/	i	17.5	-0.1%
CCOc1ccc(NC(=O)CSc2n[nH]c(N)n2)c([N+](=O)[O-])c1	i	-20.7	i	0.257	0.148	-0.155	-0.541	4.7	1.3	7.9	4.5%	/	/	1.0	17.5	i	38.4	12.7µM*
CCOC(=O)c1nnc(-c2ccccc2)nc1Sc1c(Cl)cccc1Cl	i	-7.9	i	-1.27	-0.411	-0.841	1.63	1.0	1.1	10.2	1.2%	/	/	17.0	-13.7	i	23.1	-6.2%
CCOC(=O)C(NC(=O)Nc1ccc(Cl)cn1)(Oc1ccccc1)C(F)(F)F (stereo unspecified)	i	18.7	i	0.124	-0.243	0.102	1.17	1.2	2.1	4.3	3.8%	1.1	514	-2.9	7.2	i	43.1	11.9%
CSc1nc2nccc(-c3ccc4c(c3)OCO4)n2n1	i	-1.8	i	2.55	-0.24	1.28	-2.46	4.9	3.2	5.4	10.1%	-0.5	1064	4.4	10.5	i	66.2	-3.7%
CCOCCCNC(=O)/C(C#N)=C/c1cc(C)c(O)c(C)c1	i	-4.7	i	0.0179	-0.186	0.273	-0.95	2.6	2.6	2.5	5.9%	-1.9	1054	-0.6	-19.4	i	19.9	-7.7%
Cc1ccccc1-c1nc(-c2ccc(NC(=O)c3ccc4c(c3)OCO4)cc2)no1	i	32.4	i	0.0427	0.144	0.424	0.292	1.5	1.6	3.9	0.5%	12.5	837	-6.5	-1.6	i	42.9	2.5%
CC[n+]1cccc(-c2nc3ccccc3s2)c1	i	-4.0	i	-0.076	-0.109	0.105	-1.61	5.0	2.8	8.3	10.7%	/	/	4.0	-3.9	i	47.2	-2.0%
CSc1nsc(/C=C/Nc2ccc(C(=O)O)cc2)c1C#N	i	21.7	i	0.3	0.0275	0.129	-1.43	2.3	1.4	3.0	8.2%	-1.3	1132	3.7	8.6	i	0.0	28.6%
CC(C)CCN1C(=O)c2ccccc2C1C(=O)NCc1cccnc1 (stereo unspecified)	i	-7.6	i	-0.369	-0.287	-0.359	0.774	1.0	0.9	9.3	16.7%	/	/	-12.1	-6.3	i	18.6	-4.0%
CC(C)NC(=O)CSc1nc2ccccc2n1CC(=O)N(C(C)C)C(C)C	i	-9.6	i	0.326	-0.313	0.981	-0.524	1.4	2.1	8.8	10.3%	2.1	1061	-2.4	1.5	/	/	1.2%
O=C(c1cccc(C(F)(F)F)c1)C1CCCN(C(=O)CCCN2CCCC2=O)C1 (stereo unspecified)	i	15.7	i	-0.1	-0.173	-0.0295	-0.781	2.3	2.3	6.4	11.5%	-1.3	1000	-10.8	-11.5	i	45.8	8.7%
CCOc1ccc(N(Cc2cc3ccc(C)cc3[nH]c2=O)S(C)(=O)=O)cc1	i	-0.2	i	-0.942	-0.133	-0.607	1.5	3.6	2.5	6.7	2.6%	-1.9	1199	-10.5	-0.3	i	41.5	15.7%
O=C(COc1cccc2cccnc12)N/N=C1\SCC(=O)N1Cc1ccccc1	i	-10.4	i	0.329	-0.288	0.827	0.674	3.4	1.7	7.0	2.9%	/	/	14.8	7.0	i	19.6	19.3%
New compounds follow.
SMILES	Autophagy mod	Autophagy mod cell loss 18 h	Yfh1-off respiration	Dynein cargo inh	Dynein cargo inh cytoplasmic EGFP	Dynein cargo inh nuclear GR-EGFP	Dynein cargo inh cell count	MT stabilizer	MT stabilizer Hoechst-high %	MT stabilizer cytotoxicity %	M1AAP inhibition	b-catenin transl	b-catenin transl cell count 5 µM	WT yeast gro inh	WT yeast gro inh mutant strain	T cell HTS	T cell HTS vesicle-bound %	M17LAP inhibition
CCOC(=O)Cc1csc(SC(C)C(=O)Nc2ccc(NC(C)=O)cc2)n1 (stereo unspecified)	i	-3.6	i	0.96	-0.243	0.324	-0.0796	1.5	2.1	5.3	2.3%	/	/	-10.7	-18.8	i	53.4	36.0%
N#CC1=C(N)Oc2nc(-c3ccccc3)[nH]c2C1c1cccnc1 (stereo unspecified)	i	-13.5	i	1.49	-0.0965	0.941	-1.87	3.9	3.7	9.1	1.8%	-2.7	947	26.7	32.5	i	15.8	66.6µM*
Cc1ccc(-c2cc(C(=O)NC3=NCCS3)c3ccccc3n2)cc1C	i	-4.2	i	-0.546	-0.289	-0.605	0.432	3.1	3.1	7.3	1.3%	0.0	1076	79.3	84.3	i	29.2	-7.4%
COc1cc2nc(CN(C)Cc3ccc(F)cc3)[nH]c(=O)c2cc1OC	i	8.8	i	-0.993	-0.358	-0.684	1.04	2.8	4.0	7.4	-1.0%	-4.8	1146	-6.4	0.1	i	47.7	5.8%
Cc1ccc(-c2csc3nc(C)n(N)c(=O)c23)o1	i	-30.5	i	-0.269	-0.208	0.0592	1.13	2.6	1.6	10.1	-1.7%	-2.4	1177	-4.6	4.3	i	50.1	7.9%
CN(C)CCOC(=O)C1(c2ccccc2)CCOCC1	i	3.7&-0.2	i	1.31&-0.178	0.183&-0.0853	0.0367&0.233	-1.92&0.0922	4.9&2.3	2.8&2.7	4.8&4.8	1.7%&0.7%	-2.0&0.8	976&1354	-5.8&2.9	19.1&3.1	i	46.9&56.0	-5.4%&1.9%
CCC(=O)NC1(C(F)(F)F)C(=O)Nc2c1c(=O)[nH]c(=O)n2CC(C)C (stereo unspecified)	/	/	i	-0.524	-0.237	-0.263	-0.427	/	/	/	4.3%	-0.6	1271	/	/	i	56.4	5.8%
CNC(=O)c1ccc(-c2ccc(OC)cc2)s1	i	4.3	i	-0.528	-0.15	-0.405	-0.0799	2.1	1.6	7.6	12.6%	-3.7	985	-28.3	2.9	i	38.9	-63.8%
Cc1ccc(C(=O)Nc2cccc(C(=O)O)c2)cc1	i	-6.1	i	-0.204	-0.108	0.0961	0.117	1.8	0.9	3.8	4.7%	/	/	-4.0	0.3	i	41.3	-3.0%
COc1ccc(CCn2c(C)cc(C(=O)CSc3nnnn3-c3ccccc3)c2C)cc1OC	i	-0.1	i	0.815	-0.258	0.397	-0.633	2.9	4.8	0.2	2.1%	-0.2	1014	-14.7	-1.3	i	42.4	-6.3%
O=C(NCc1ccccc1)c1ccc(S(=O)(=O)Nc2cccc(C(F)(F)F)c2)cc1	/	/	i	2.76	-0.15	2.29	-2.47	/	/	/	1.7%	1.6	1312	/	/	i	55.5	-5.9%

Source: PubChem BioAssay (several laboratories)
